# Pol kappa inh: blocks human DNA polymerase kappa activity. purified Pol kappa, fluorescent DNA synthesis assay, 10 min. actives 0.53% (n = 400,000). Potency, µM (titrated, usually from 107 µM), inactives show at the highest dose activity, negative = inhibition, hits mostly inhibitors. Q9UBT6; also: potency is read from the fitted curve at half-maximal effect; % is scaled to controls: 0 for no effect and ±100 for the full control effect
#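 10 nM Pol kappa was preincubated with compounds for 15 min at room temperature. Reaction started with 50 nM (final) substrate. Fluorescence read kinetically at 0 and 10 min.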
# ALOX12 inh: ALOX12 (human) lipoxygenase inhibition; P18054; purified 12hLO, xylenol orange hydroperoxide absorbance; Potency, µM (top dose mostly 108 µM), for inactives: at the highest dose activity change, negative = inhibition, actives largely listed as inhibitors; actives 1.1% (n = 580,000); also: potency is read from the fitted curve at half-maximal effect; % is scaled to controls: 0 for no effect and ±100 for the full control effect
#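 Hydroperoxide product was detected by ferrous iron/xylenol orange as the 573 to 405 nm absorbance ratio. Arachidonic acid at 40 uM (final) was turned over for 30 min at room temperature by 150 nM human 12hLO, pH 7.0 Hepes buffer, after 15 min compound preincubation.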
# POLB inh: blocks human DNA polymerase beta activity; Pol beta primer extension/strand displacement, fluorescence kinetic; Potency, µM (highest dose often 114 µM), for the others: at the top dose activity change, negative = inhibition, most hits filed as inhibitors; actives 1.3% (n = 340,000); AID 485314; also: potency is read from the fitted curve at half-maximal effect; % is scaled to controls: 0 for no effect and ±100 for the full control effect
#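 Kinetic readout of DNA synthesis with strand displacement by Pol beta. Compound and 10 nM enzyme sit 15 min at room temperature; 50 nM substrate starts the reaction, read immediately and at 10 min.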
# Pol eta inh: inhibitors of human DNA polymerase eta. Potency, µM (top dose mostly 114 µM), for the others: top-dose activity change, negative = inhibition, hits mostly inhibitors. recombinant Pol eta, fluorescent DNA replication assay. actives 1.2% (n = 390,000); also: potency is read from the fitted curve at half-maximal effect; % is scaled to controls: 0 for no effect and ±100 for the full control effect
#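 Pol eta (10 nM) was preincubated with compounds for 15 min at room temperature, after which fluorescent replication substrate (50 nM final) was added to start the reaction. Fluorescence was read kinetically at 0 and 10 min.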
# Anesthetic bind: candidate novel general anesthetic via apoferritin binding | apoferritin/1-aminoanthracene competitive binding, fluorescence | Potency, µM (highest dose often 77.5 µM), for inactives: at the highest dose activity change, negative = displacement, hits mostly inhibitors | actives 0.074% (n = 350,000) | AID 485281; also: potency is read from the fitted curve at half-maximal effect; % is scaled to controls: 0 for no effect and ±100 for the full control effect; nearly all actives have a fitted effect of over 20% in size
# Target sequence (P02791 2-175 limits assumed): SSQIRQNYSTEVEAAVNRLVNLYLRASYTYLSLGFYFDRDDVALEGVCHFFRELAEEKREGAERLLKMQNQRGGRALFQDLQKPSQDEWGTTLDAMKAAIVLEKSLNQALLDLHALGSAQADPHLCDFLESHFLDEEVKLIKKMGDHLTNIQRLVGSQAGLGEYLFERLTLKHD
#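 Horse-spleen apoferritin (10 uM) was mixed with 50% saturated 1-aminoanthracene in PBS, exposed to compounds for 10 min at room temperature, and read for fluorescence (ex 380 nm, em 535 nm). Competitive displacement was fitted with a four-parameter Hill equation.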
# ERG-DNA inh: inhibitors of human ERG Ets domain-DNA interaction; fluorescence polarization, His-ERG Ets domain / labelled DNA; actives 0.028% (n = 370,000); Potency, µM (doses to about 76.9 µM), without a hit: top-dose FP activity, negative = inhibition, usual class: inhibitors; P11308; active = well fitted inhibition curve with a large enough effect in the polarisation, with a control signal flat; inconclusive = small, poorly fitted or top-dose-only effect, or effect the other way, or a change in a side signal; inactive = no such curve, though single readings can be large or run the other way; the % refers to the polarisation;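 also: polarization taken with two DNA probes labelled with fluorescein and Texas red; potency is read from the fitted curve at half-maximal effect; % of control where 0% means no effect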
# Target sequence (P11308 whole entry, looked up, the tested form may be a part): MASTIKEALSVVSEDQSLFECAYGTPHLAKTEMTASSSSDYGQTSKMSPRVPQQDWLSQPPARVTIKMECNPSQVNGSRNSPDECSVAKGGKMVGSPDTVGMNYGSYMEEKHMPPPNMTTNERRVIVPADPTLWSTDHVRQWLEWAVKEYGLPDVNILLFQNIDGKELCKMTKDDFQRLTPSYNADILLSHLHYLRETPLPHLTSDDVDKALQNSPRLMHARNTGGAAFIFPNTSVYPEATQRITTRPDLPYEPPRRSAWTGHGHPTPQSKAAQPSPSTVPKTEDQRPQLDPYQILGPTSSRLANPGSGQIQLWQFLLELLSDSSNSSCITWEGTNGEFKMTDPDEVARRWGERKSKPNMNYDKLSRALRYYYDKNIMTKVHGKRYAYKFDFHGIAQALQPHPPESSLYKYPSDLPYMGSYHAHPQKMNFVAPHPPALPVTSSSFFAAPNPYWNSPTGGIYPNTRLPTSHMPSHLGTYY
#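 His-tagged ERG Ets domain (1 uM in the protein solution; 300mM KCl, 50mM Tris-HCl, 1mM EDTA, 1mM DTT, pH 7.5) received compound, then a probe mix of 5 nM fluorescein-DNA and 100nM Texas-615-DNA. Fluorescence polarization was read for both dyes.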
# LDHA inh: LDHA (human) enzyme inhibition | AID 1347041 | activity change, % (values are at about 110 or 230 µM) | P00338 | purified LDHA, NADH/diaphorase-resazurin fluorescence; stronger effect = lower value | actives 0.15% (n = 480,000); in the data active = activity change below about -30%; inconclusive = mostly about -25% to -30%;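 also: plate controls were DMSO wells for no effect and wells without enzyme for full effect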
#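 LDH5 2 nM; NADH 0.06 mM, pyruvate 0.2 mM; 200 mM Tris pH 7.4, EDTA, Tween-20; 5 min RT. Detection: diaphorase 0.133 mg/mL + resazurin 37 µM, fluorescence ex540/em590 at 0 and 20 min; normalized to enzyme-free and DMSO wells.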
# RGS4 inhibitor: human RGS4 inhibition. P49798. Transcreener GDP fluorescence polarization, RGS4-accelerated GTP hydrolysis. Potency, µM (top dose mostly 114 µM), without a hit: at the highest dose activity change, negative = inhibition, most hits filed as inhibitors. actives 0.039% (n = 390,000). AID 504845; also: potency is read from the fitted curve at half-maximal effect; % is scaled to controls: 0 for no effect and ±100 for the full control effect; nearly all actives have a fitted effect of over 75% in size; some results filed as inactive show a strong effect at the top dose
#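 MLSMR compounds (23 nl, pin-transferred) preincubated 10 min at room temperature with a 500nM (2x) first reagent, then RGS4 at 900nM (2x) plus Transcreener GDP mix added; fluorescence polarization (620/688 nm) read before and after 90 min at 30 °C.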
# APE1 inh: inhibitors of human APE1 endonuclease. actives 0.35% (n = 350,000). Potency, µM (series often up to 65.8 µM), for inactives: at the highest dose activity change, negative = inhibition, usual class: inhibitors. P27695. recombinant APE1, TAMRA/BHQ-2 abasic DNA cleavage fluorescence;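 also: potency is read from the fitted curve at half-maximal effect; plate controls were vehicle for no effect and reference inhibitor for full effect; nearly all actives have a fitted effect of over 55% in size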
# Target sequence (P27695 whole entry, looked up): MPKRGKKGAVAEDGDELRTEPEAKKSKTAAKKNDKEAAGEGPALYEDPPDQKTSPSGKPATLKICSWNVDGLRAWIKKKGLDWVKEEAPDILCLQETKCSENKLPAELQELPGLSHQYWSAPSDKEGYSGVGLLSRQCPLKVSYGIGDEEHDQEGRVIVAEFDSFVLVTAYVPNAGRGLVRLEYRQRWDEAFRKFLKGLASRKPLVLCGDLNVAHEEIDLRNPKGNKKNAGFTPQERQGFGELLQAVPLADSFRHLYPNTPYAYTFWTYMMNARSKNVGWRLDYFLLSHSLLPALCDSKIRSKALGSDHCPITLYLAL
#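 Endonuclease cleavage of a quenched abasic-site DNA duplex (50 nM) by APE1 (0.75 nM) was tracked by TAMRA dequenching. Compounds were preincubated with enzyme 15 min at room temperature; data normalized to buffer-only and DMSO wells plus NSC13755 control.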
# The depositor's hits bear a star; ? = inconclusive; . = not tested or not shown; & = joins results of further samples; [ ] = another dose, or the depositor's remark. Unless noted, calls follow the shape of the dose curve; as a rule, active = well fitted curve in the direction sought with a large enough effect; inconclusive = small, poorly fitted or top-dose-only effect, or another doubt; inactive = no such curve, though single readings can be large; an effect the other way counts as inactive or inconclusive. An excerpt; the hit share may differ from the screen's.
canonical_smiles	Pol kappa inh	ALOX12 inh	POLB inh	Pol eta inh	Anesthetic bind	ERG-DNA inh	LDHA inh	RGS4 inhibitor	APE1 inh
O=C(NCCN1CCOCC1)c1cc(-c2ccc(F)cc2)nc2ccccc12	-13%	-13%	.	0%	.	5%	-1	10%	30%
Cc1ccc(C(=O)Nc2ccc3c(c2)CCC3)o1	-3%	9%	-10%	-14%	-23%	2%	10	7%	-1%
CC/C(=N\NC(=O)c1ccc(Br)cc1)c1ccccc1	-2%	5%	8%	-3%	-6%	0%	-4	14%[11.4 µM]	10%
CCOc1ccc(-c2cccc(NC(=O)c3cccs3)c2)nn1	-2%	3%	.	-6%	.	-2%	-8	-22%	9%
COc1ccc(S(N)(=O)=O)cc1C(=O)OCC(=O)N1CC(=O)Nc2ccccc21	-16%	7%	.	-3%	.	6%	-6	-2%	2%
Cc1ccc(S(=O)(=O)N2CCC(C(=O)NCCCN3CCCC3=O)CC2)cc1	-9%	0%	.	-11%	.	7%	-8	-3%	-3%
CCN(CC)S(=O)(=O)c1ccc2c(c1)nc(SCn1nnc3ccccc3c1=O)n2CC	1%	0%	14%	-7%	?	-7%	-4	-20%	2%
COc1ccc(CC(=O)OCC(=O)Nc2ccc(Cl)cn2)cc1	-5%	424%[activator]	-10%	-8%	?	-10%	-9	4%	7%
COc1ccc(OC)c(S(=O)(=O)NCc2cccnc2)c1	-3%	?	-26%	-10%	2%	-4%	-3	-4%[11.4 µM]	-5%
Cc1ccc(-c2cc(C(=O)Nc3nn[nH]n3)c3ccccc3n2)c(C)c1	-1%	?	0%	-5%	-7%	-8%	-6&-3	-22%	0%
CC1(C)Cc2c(cnn2-c2cccc(F)c2)C(NC(=O)c2csnn2)C1 (centres undefined)	-3%	0%	3%	0%	?	-3%	-1	10%	31%
CCN(CC)CCNC(=O)c1cccc(NC(=O)C(=O)c2ccccc2NC(C)=O)c1	-5%	1%	2%	3%	-5%	5%	-5	4%	-2%
Cc1cccn2c(=O)c3cc(C(=O)NC(C)c4ccccc4)c(=N)n(CCOCCO)c3nc12 (centres undefined)	-3%	?	3%	3%	153%[activator]	1%	-9	7%	.
Cc1cc(C(=O)OCC(=O)N(C)C2CCS(=O)(=O)C2)c(C)n1-c1ccccc1 (centres undefined)	-4%	0%	?	-6%	-9%	?	-2	6%[11.4 µM]	-5%
CC(C)NC(=O)/C(C#N)=C/c1cccc(NC(=O)c2ccccc2Cl)c1	-2%	-15%	35%	1%	-7%	15%	0	?	4%
C(=N\Nc1ccc2nncn2n1)/c1ccco1	-9%	0%	-25%	-19%	3%	4%	1	2%	5%
O=C(CCN1CCN(c2ccccc2)CC1)NNC(=S)Nc1ccccc1	2%	0%	28%	-17%	-6%	0%	0	-1%	4%
C#CCNC(=O)C1=C[C@H](c2ccc3c(c2)OCO3)C[C@H](OCCCCO)O1	-30%	?	.	50µM*	.	12%	5	17%	.
Cc1ccccc1Nc1nc(N2CCOCC2)nc(N2CCOCC2)n1	7%	-10%	?	-7%	1%	3%	-1	2%[11.4 µM]	0%
O=C(CSc1nnc(SCc2ccc(Cl)cc2)s1)N1CCN(C(=O)c2ccco2)CC1	-8%	0%	7%	7%	0%	-5%	-14	31%	9%
CC1C(O)=C(c2nc3ccccc3[nH]2)C(=N)N1c1ccccc1 (centres undefined)	-2%	30%[activator]	0%	-6%	-12%	2%	-3	-6%	0%
O=C1C(C=NCCCN2CCOCC2)=C(O)c2ccccc21	-3%	0%	4%	7%	-10%	-2%	0	1%	-1%
COc1cccc(Cn2cnc3c([N+](=O)[O-])c(C)c(C)cc32)c1	0%	5%	31%	-7%	?	-30%	-6	6%	-2%
CCC(C)(C)NC(=O)C(c1cccc(OC)c1OC)N(C(=O)CCC(=O)Nc1cc(C)on1)C(C)C (centres undefined)	-9%	11%	-1%	-9%	-5%	30%	-9	-37%	9%
COc1ccccc1OCCSc1nc2ccccc2n1CC(=O)N1CCOCC1	-15%	-4%	16%	-8%	49%[activator]	21%	-3	3%	.
Cc1ccc(NC(=O)CN(C)C(=O)/C=C/c2ccc3c(c2)OCO3)cc1	-5%	29%	.	-21%	.	-3%	-10	-15%	7%
Cc1cc(C)nc(SCC(=O)N2CCOCC2)n1	-9%	-23%	2%	-5%	-3%	.	-19	16%	1%
C/C(=N/NC(=O)c1sc(=S)n(C)c1C)c1ccccc1	-3%[60.1 µM]	-8%	4%[57.1 µM]	-14%	-4%	-16%	-1	12%	6%
CCN1C(=O)[C@H]2[C@@H](c3ccc(-c4ccc(C(C)=O)cc4)c(OC)c3)N[C@@](Cc3ccccc3)(C(=O)OC)[C@H]2C1=O	6%	-16%	.	-13%	.	13%	1	-18%	32%
COC(=O)C1=C[C@@H](C(=O)OC)C2C3=C(C(=O)C24CCCCC4)[C@H](C)n2c(=O)n(C)c(=O)n2[C@@H]3C1 (some centres undefined)	-23%&15%	-13%	.	-10%	-10%	-11%	0	12%&-16%	-2%
COc1ccc2nc(SCC(=O)c3ccco3)[nH]c2c1	-6%	-15%	10%	-11%	-14%	.	-2	-19%	-1%
Cc1ccnc(NC(=O)CNC(=O)c2ccc3ccccc3c2)c1	-9%	0%	.	-1%	.	4%	3	-10%	-13%
Cn1c(NC(=O)c2cc(-c3ccc4c(c3)OCO4)nc3ccccc23)cc(=O)n(C)c1=O	2%	310%[activator]	?	-9%	-17%	6%	-3	-39%	-7%
CCc1ccc(CNC(=O)CN2C(=O)CSc3c2c(C)nn3-c2ccccc2)cc1	0%	-26%	-5%	-7%	-11%	0%	-11	-5%	.
Oc1c(Br)cc(CNC2CCCCC2)cc1Br	-28%	?	.	-19%	.	0%	6	-3%	.
COc1ccc(-n2cc(C#N)c(=O)[nH]c2=O)cc1	-9%	3%	-18%	-17%	1%	19%	-8	-10%	-4%
O=C(CSc1nc(O)c(C2CCCCC2)c(=O)[nH]1)Nc1ccc(Cl)cc1	-6%	12%	81%	-9%	-14%	0%	-8	?	3%
O=C(Nc1ccc2c(c1)OCCO2)C1CCCN(S(=O)(=O)c2cccnc2)C1 (centres undefined)	0%	422%[activator]	-1%	-4%	-4%	2%	3	0%	-1%
Cc1ccc(C(=O)NCCC(=O)N2CCC3(CC2)NCCc2[nH]cnc23)cc1C	-13%	6%	6%	-19%	0%	-2%	-4	-5%	0%
COc1ccc(O)c(-c2cn[nH]c2-c2cccs2)c1	-6%	-14%	2%	-14%	-3%	-2%	2	-13%[11.4 µM]	-6%
Cc1ccc(Nc2c(O)nc[nH]c2=O)cc1C	-9%	-18%	.	-8%	.	-3%	-1	-9%	.
CCOC(=O)c1ccc(NC(=O)C(CC)Sc2nncn3c2cc2oc(C)cc23)cc1 (centres undefined)	-11%	2%	?	-17%	?	4%	7	-8%	.
CCn1cc(C(=O)O)c(=O)c2cc(F)c(N3CCN(C(=S)NC(=O)c4ccc(F)c(F)c4)CC3)cc21	-9%	?	7%	5%	-1%	8%	8	-13%	0%
COc1cccc(NC(=O)Nc2ccc(CC(=O)O)cc2)c1	-1%	10%	-24%	-14%	-3%	9%	-4	-4%	-3%
COc1ccc(C(=O)Nc2ccc(N3CCCCCC3)cc2)cc1S(=O)(=O)N1CCOCC1	-15%	?	.	-16%	.	-8%	-2	11%	-21%
O=C(NNC(=S)NCc1ccc(Cl)cc1)c1cccnc1	6%	-19%	1%	-21%	-2%	9%	-2	-32%	9%
O=C(NCCc1ccccc1)c1ccc(CS(=O)(=O)c2ccc(Cl)cc2)o1	-4%	0%&-9%	1%&-21%	-5%&-9%	-10%&-9%	-11%&0%	-3&4	10%&-13%	1%
O=C(COc1ccccc1)Nc1ccc([N+](=O)[O-])cc1	-1%	2%	12%	?	2%	3%	0	-17%	3%
C=C1CCC[C@]2(C)C[C@H]3OC(=O)C(CN(C)CC(OC)OC)[C@H]3CC12 (some centres undefined)	5%	0%	40%	-15%	-15%	5%	3	-7%	0%
Cc1ccc(-c2csc(NS(=O)(=O)c3cccc(F)c3)n2)o1	?	16µM*	.	25µM*	.	8%	-5	?	-2%
CC(C)CCNC(=O)CN(CC1CCCO1)C(=O)CCC(=O)Nc1nccs1 (centres undefined)	-11%	0%	3%	-10%	-4%	1%	-1	?	3%
O=C(C=Cc1ccccc1)NCCNC(=O)C=Cc1ccccc1	1%	-1%	.	-6%	.	-5%	-5	-9%	.
COc1cc(C)ccc1OCC(=O)Nc1nnc(C2CC2)s1	17%	?	.	-10%	.	3%	-2	0%	-15%
Cc1cccc(NC(=O)Cn2nc3c4ccccc4n(Cc4ccccc4)cc-3c2=O)c1	9%	?	81%	1%	-8%	0%	-1	-9%	.
COC(=O)c1ccc(NC(=O)Cn2nc(C(=O)Nc3ccc(C)cc3)ccc2=O)cc1	-13%	2%&-7%	-19%&14%	-12%&-11%	-14%&-4%	-13%&3%	-4&-19	-22%&-10%	4%
Cc1ccc(C)c(NC(=O)CN2C(=O)NC(C)(c3ccc4c(c3)OCCO4)C2=O)c1 (centres undefined)	6%	?	.	3%	.	3%	0	-1%	7%
